CASP6 VEID inh: caspase-6 (human) enzyme inhibition; inhibition, % at 12.5 µM; AID 686996; purified caspase-6, Z-VEID-R110 cleavage fluorescence; P55212; hit rate 0.53% among 350,000;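 active = mean inhibition across replicates at least about 35%, with every replicate also reaching that limit, limit read from the data; inconclusive = only one of the two criteria met; inactive = neither criterion met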;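 note: 0% = median of neutral control wells and 100% = no fluorescence left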
Target sequence (P55212 24-179 limits assumed): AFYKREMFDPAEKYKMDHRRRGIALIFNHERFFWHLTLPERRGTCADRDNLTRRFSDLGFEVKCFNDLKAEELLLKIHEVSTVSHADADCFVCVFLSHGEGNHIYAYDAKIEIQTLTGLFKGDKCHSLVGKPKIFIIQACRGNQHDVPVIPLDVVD
Target sequence (P55212 194-293 limits assumed): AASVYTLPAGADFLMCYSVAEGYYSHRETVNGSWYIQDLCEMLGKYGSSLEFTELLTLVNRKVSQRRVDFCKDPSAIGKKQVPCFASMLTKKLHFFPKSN
F508del corr: correctors of CFTR F508del function in bronchial epithelial cells. CFBE cells, YFP halide quenching; stimulated with forskolin plus potentiator P3; % fluorescence drop versus neutral controls. activity (quench increase), % at 7.58 µM. hit rate 0.36% among 350,000;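 active = mean added fluorescence quench of at least 8% versus neutral control, with both replicates also reaching 8%; inconclusive = only one of the mean or replicate conditions met; inactive = mean below 8% and not both replicates reaching 8%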;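 note: cells transiently co-express mutant CFTR-F508del with the halide-sensitive YFP; corrector assay measuring rescue of mutant channel to the surface after 24 h compound exposure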
Xi reactivation: reactivates the inactive X chromosome in mouse fibroblasts. hit rate 0.055% among 360,000. activation, % at 7.58 µM. XiGFP mouse fibroblasts, % GFP-positive cells imaging, 3 d; cells co-treated with 5-aza-dC sensitizer; scaled so ellipticine positive control = 100%;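 active = mean normalized replicate activation at least 10% and every replicate at or above 10%; inconclusive = only one of the two criteria met; inactive = mean below 10% and not all replicates reach 10%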;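 note: 0% = median of on-plate neutral control wells and 100% = ellipticine 6 µM median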
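System: 68-5-11 XiGFP fibroblast line; Timing: 3 days compound exposure; Compound dosing: one concentration, pinned; Benchmarks: positive control ellipticine, 6 µM final; Buffer or medium: DMEM containing 5-aza-dC.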
DENV2 CPE: DENV2-induced cell death inhibition; hit rate 1.7% among 350,000; CPE inhibition, % at 9.99 µM; DENV2-infected cells, cytopathic effect rescue, plate reader; in the data active = CPE inhibition above about 20%, passing the limit was not always enough; inconclusive = no clear call, values can overlap the other calls; tested in BHK-21 cells;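 note: 0% = median of neutral control wells and 100% = median of positive control wells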
E-sel inducer: induces E-selectin expression in human endothelial cells; P16581; HUVEC E-selectin immunofluorescence imaging; normalized: neutral wells 0, TNF-alpha wells 100; activation, % at 7.58 µM; hit rate 0.37% among 260,000;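 active = mean E-selectin-positive cell signal at least 10% of the positive control, reached in at least 60% of replicates, without over 20% cell loss; inconclusive = no rule given, readout overlaps actives, possibly toxicity-flagged; inactive = the rest, including those meeting only one limit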;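 note: in these data hits start at about 27%; measured in HUVEC primary endothelial cells; signal is the percent of cells scored E-selectin positive by PE staining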
Target sequence (P16581 whole entry, looked up): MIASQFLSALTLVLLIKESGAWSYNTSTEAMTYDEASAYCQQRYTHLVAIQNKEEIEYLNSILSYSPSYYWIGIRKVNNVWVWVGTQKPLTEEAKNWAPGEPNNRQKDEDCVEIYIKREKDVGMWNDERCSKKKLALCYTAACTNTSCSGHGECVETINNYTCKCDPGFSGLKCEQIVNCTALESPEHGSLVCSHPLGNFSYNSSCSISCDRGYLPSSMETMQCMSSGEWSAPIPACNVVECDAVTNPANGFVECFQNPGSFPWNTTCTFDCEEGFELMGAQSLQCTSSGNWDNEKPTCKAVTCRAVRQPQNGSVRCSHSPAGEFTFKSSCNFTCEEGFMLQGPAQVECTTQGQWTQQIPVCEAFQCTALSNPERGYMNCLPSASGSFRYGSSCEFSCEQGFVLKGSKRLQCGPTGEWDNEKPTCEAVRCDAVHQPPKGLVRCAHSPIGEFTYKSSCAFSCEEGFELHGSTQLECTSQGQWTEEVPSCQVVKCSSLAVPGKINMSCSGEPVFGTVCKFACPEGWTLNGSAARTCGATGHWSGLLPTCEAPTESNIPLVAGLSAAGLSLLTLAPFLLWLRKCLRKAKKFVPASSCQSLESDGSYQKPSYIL
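Test system: HUVEC; input: 3,000 HUVEC/well; measured by: immunofluorescence imaging; read-out: % PE-positive cells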
RAD54 branch: blocks human RAD54 Holliday junction branch migration; Q92698; FAM/BHQ fluorescence; inhibition, % at 10.4 µM; hit rate 0.14% among 360,000; AID 602329;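 active = mean normalized replicate activity at least 40 and at least half of replicates scoring 40 or more; inconclusive = only one of the two criteria met; inactive = mean below 40 and under half of replicates reaching 40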;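 note: 0% = median of neutral control wells and 100% = median of positive control wells; inhibitors cause a drop in the FAM fluorescence signal; in these data hits start at about 50%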
RAD52 inh: RAD52 (human) annealing inhibition. P43351. recombinant RAD52 DNA annealing, FRET fluorescence. inhibition, % at 18.7 µM. hit rate 0.46% among 360,000;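 active = every replicate showing at least 50% inhibition; inconclusive = mean inhibition at least 50% but not in every replicate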
INS-1E GSIS act: GLuc luminescence reporter in INS-1E cells, primary screen for activators of glucose-dependent secretion of insulin. INS-1E GLuc reporter insulin secretion, 2-3 h. activation, % at 16.6 µM. hit rate 0.61% among 370,000. AID 743287;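 active = lowest replicate activation of at least 40%, so every replicate reaches that level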;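 note: 0% = median of neutral control wells and 100% = median of IBMX positive control wells; some compounds called inactive have numbers as strong as hits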
* marks the source's active call; other numbers are inactive results; ? = inconclusive; · = no result given.

SMILES	CASP6 VEID inh	F508del corr	Xi reactivation	DENV2 CPE	E-sel inducer	RAD54 branch	RAD52 inh	INS-1E GSIS act
C[C@@H]1CN([C@H](C)CO)S(=O)(=O)c2ccc(C#CC3CC3)cc2O[C@@H]1CN(C)C(=O)C1CCC1	0	-2.3	-0.2	-9	2.0	2	0	-14
CC(=O)c1cccc(NC(=O)COC(=O)CCNS(=O)(=O)c2ccccc2)c1	0	6.0	0.6	3	0.0	2	-2	·
CC1CCCCN1S(=O)(=O)c1ccc(S(=O)(=O)N2CCCC2)cc1 (centres undefined)	·	-1.3	0.0	5	0.0	13	-3	12
O=C(NCc1ccco1)c1cccc(S(=O)(=O)N2CCCC2)c1	-1	1.9	0.2	6	0.0	-6	-4	-2
Cc1nn2c(NCCCN(C)C)c3c(nc2c1-c1ccccc1)CCCC3	-4	-0.9	?	-5	-0.2	·	21	29
CCCC#Cc1ccc2c(c1)[C@@H]1[C@@H](CCN1S(=O)(=O)c1ccccc1C)[C@@H](CO)N2	-1	4.1	0.1	66*	1.3	·	-3	3
O=C(Oc1ccc(Cl)c2cccnc12)N1CCCCCC1	0	·	·	·	·	-2	3	-9
CN(C)C(=O)CCC(=O)N(C)CC1CCCN(CCc2ccc(F)cc2)C1 (centres undefined)	-5	1.5	0.0	-2	·	1	-18	-5
COc1ccc(OCC(=O)Nc2ccccc2-c2ccccc2)cc1	1	·	0.0	-8	·	·	-13	-1
O=C1c2cccnc2C(=O)N1Cc1cccs1	-1	3.6	0.2	-5	0.3	-2	-19	22
COc1cccc(CNC(=O)C2(C)CCCCN2C)c1 (centres undefined)	-5	-1.7	-0.1	-6	0.0	-5	13	·
Cc1ccc(C(C)C)cc1OCCn1cncn1	-4	·	-0.2	3	·	-2	-1	·
CN1C(=O)c2cc(NC(=O)C3CC3)ccc2OC[C@@H]2O[C@H](CC(=O)NCCc3ccncc3)CC[C@H]21	0	1.8	0.0	14	-0.1	-12	3	1
CCOC(=O)C(Cc1ccccc1)NC(=O)CCc1nnc2ccc(N3CCOCC3)nn12 (centres undefined)	4	1.0	0.0	14	·	1	-9	10
O=C(Nc1cccc(C(F)(F)F)c1)Oc1ccc(Cl)c2cccnc12	-4	5.2	0.0	-3	-0.1	-12	-3	-61
COc1ccc(S(=O)(=O)N(C)C[C@@H]2Oc3cc(-c4cccc(F)c4)ccc3S(=O)(=O)N([C@@H](C)CO)C[C@H]2C)cc1	·	-1.2	-2.0	·	0.4	·	·	-8
CCn1c(C)nc2cc(C(=O)NNC(=O)c3ccc(Cl)nc3)ccc21	-2	-1.8	0.0	-1	-2.2	-4	-6	-7
CC(C)(C)[C@H]1COC(=O)[C@@H](Cc2ccc(F)cc2)C/C=C\C[C@@H](CC(=O)N[C@H](CO)Cc2ccccc2)C(=O)N1	2	4.1	0.2	-11	-0.1	-11	-23	-11
O=S(=O)(NCCc1ccncc1)c1ccccc1	·	·	0.5	·	-0.2	-3	·	-11
CO[C@H]1CN(C)C(=O)c2ccc(NS(=O)(=O)c3ccc(C)cc3)cc2OC[C@H](C)N(C)C[C@@H]1C	-3	-2.8	0.4	10	-0.2	·	-3	0
COCCNC(=O)c1ccccc1NC(=O)Cc1ccccc1[N+](=O)[O-]	-2	-1.5	0.0	·	·	-4	-13	-5
CC(=O)c1sc(NC(=O)CCN2C(=O)C3CC=CCC3C2=O)nc1-c1ccccc1 (centres undefined)	2	-3.5	0.0	-2	·	·	-10	-2
CN(C)Cc1cccc([N+](=O)[O-])c1O	-2	-1.6	0.0	4	3.8	-1	-11	9
COc1cccc(OCC(=O)N(C)Cc2nc(-c3cccc(C)c3)no2)c1	5	0.3	0.0	2	-0.2	5	-15	-7
CN1CCN(CCCNC(=O)CCN2C(=O)COc3ccccc32)CC1	-5	-1.4	0.0	2	·	3	-13	10

A few values from the entries so far.
INS-1E GSIS act result of O=C(Oc1ccc(Cl)c2cccnc12)N1CCCCCC1 is entered as -9
F508del corr result of CCCC#Cc1ccc2c(c1)[C@@H]1[C@@H](CCN1S(=O)(=O)c1ccccc1C)[C@@H](CO)N2 is entered as 4.1

(continued)
SMILES	CASP6 VEID inh	F508del corr	Xi reactivation	DENV2 CPE	E-sel inducer	RAD54 branch	RAD52 inh	INS-1E GSIS act
C[C@@H]1CN([C@@H](C)CO)C(=O)c2cc(-c3ccccc3)cnc2O[C@H]1CN(C)C(=O)Cc1ccccn1	-1	3.7	0.1	1	0.2	-5	-4	13
CCOC(=O)c1cnc(SCC(=O)NNC(=O)c2ccco2)nc1N	2	-0.2	0.0	-1	-0.1	·	-15	19
COc1ccc(O)c(C(=O)c2cnn(C(=O)c3cccc(N(C)C)c3)c2)c1	3	-1.6	0.3	-3	·	·	-17	·
CCOc1ccc(-c2nc(CS(=O)(=O)CC(=O)NCc3ccc(F)cc3)c(C)o2)cc1	2	0.4	0.1	7	0.3	-17	-7	0
Cc1noc(C)c1NC(=O)Nc1ccc2c(c1)C(=O)N([C@H](C)CO)C[C@H](C)[C@H](CN(C)Cc1ccc(C(=O)O)cc1)OCCCC[C@@H](C)O2	·	4.6	-1.1	8	-0.1	6	·	24
O=C(N[C@@H]1CC[C@@H](CCNS(=O)(=O)c2ccccc2)O[C@@H]1CO)c1cccnc1	2	2.6	-0.4	10	1.4	0	-9	9
O=C(CCC(=O)NNC(=O)COc1ccc(Br)cc1)NCc1ccccc1	-2	4.5	0.0	5	·	·	-7	-9
Cc1ccc(S(=O)(=O)NCC2CCC(C(=O)NCc3cccs3)CC2)cc1 (centres undefined)	-1	-5.8	0.0	1	·	·	-1	6
COc1cccc(CN2CC3(CN(CC4CC4)C3)c3c([nH]c4cc(OC)ccc34)[C@H]2CO)c1	2	1.3	0.1	12	-0.4	·	-18	-11
CCOC(=O)c1c(C)[nH]c(C(=O)NNC(=O)c2ccc(Br)cc2)c1C	2	1.2	0.0	-3	-0.1	-1	-10	-14
CCOc1cc(CNc2ncn[nH]2)ccc1OCC(=O)NC(C)(C)C	-2	1.2	0.1	-3	·	·	7	-1
COc1ccc(S(=O)(=O)NC(CCSC)C(=O)NC2CCCCC2)cc1 (centres undefined)	-1	0.3	0.0	-2	0.1	·	-12	5
O=[N+]([O-])/C=C\c1ccc(N2CCOCC2)cc1	-1	-8.2	0.2	4	·	·	-20	-34
Cc1ccc(N2C(=O)c3ccccc3[C@](C)(C(=O)O)[C@@H]2c2ccc(CO)cc2)nc1	4	-1.3	·	-7	·	2	5	·
CC#CCN1c2ccccc2[C@]23C[C@@H](C(=O)OC)N(C(=O)NC(C)(C)C)C2=NC(C(=O)OC)=C(C(=O)OC)[C@H]13	0	0.7	-0.3	-15	1.3	0	-7	0
CCCC(=O)Nc1ccc2c(c1)C(=O)N(C)[C@@H]1CC[C@H](CC(=O)NCc3ccccc3Cl)O[C@@H]1CO2	2	-2.6	0.5	-15	0.2	-5	-7	-17
O=C(c1cc([N+](=O)[O-])cc([N+](=O)[O-])c1)N(Cc1nnc(-c2ccccc2Cl)o1)C1CC1	0	-0.4	-0.2	·	0.4	·	-8	-9
O=C(COC(=O)c1cc(S(=O)(=O)N2CCOCC2)ccc1F)NCCc1ccc(F)cc1	-5	-0.1	0.0	3	0.6	-3	-13	16
CCOC(=O)/C=C/c1cc(F)ccc1O	1	2.3	-0.1	21*	-0.3	·	-4	8
O=C1CN(C(=O)c2c(F)cccc2F)C(c2ccc(F)cc2)c2cc(Br)ccc2N1 (centres undefined)	0	3.3	0.2	0	1.7	1	1	-10
C#CCOCCOCCOCCNc1nc(N2CCN(C(=O)[C@H](CCC(=O)O)n3cc(CN)nn3)CC2)nc(N2CCN(C(=O)[C@H](CCCN=C(N)N)n3cc(C(N)[C@@H](C)CC)nn3)CC2)n1 (some centres undefined)	-108	-1.3	-0.2	-12	-0.1	-18	6	-1
Cc1sc(NC(=O)CN(Cc2ccc(F)cc2)C(=O)C(C)(C)C)c(C(N)=O)c1C	-2	-2.4	0.0	-6	0.1	·	-19	-8
O=C(Cc1ccc(S(=O)(=O)N2CCOCC2)s1)Nc1cc(C(F)(F)F)cc(C(F)(F)F)c1	3	-5.7	0.1	15	0.2	-9	-21	·
O=C(CN1CCCC1c1cccs1)Nc1cc(S(=O)(=O)N2CCCCC2)ccc1Cl (centres undefined)	-2	-0.5	0.2	0	·	-6	-16	-7
CCS(=O)(=O)c1nc(S(=O)(=O)c2ccc(C)cc2)c(N2CC(C)CC(C)C2)s1 (centres undefined)	0	6.8	0.2	4	·	4	-8	-5
Additional structures follow.
SMILES	CASP6 VEID inh	F508del corr	Xi reactivation	DENV2 CPE	E-sel inducer	RAD54 branch	RAD52 inh	INS-1E GSIS act
Cc1ccc(S(=O)(=O)NN2Cc3ccccc3C2=N)cc1	5	-2.1	0.0	1	-0.5	-3	2	-9
CN(C)S(=O)(=O)c1ccc(N2CCCC2)c(C(=O)NCC(=O)Nc2ccc(F)c(F)c2)c1	1	-0.6	0.0	0	·	4	-7	-25
C[C@H](CO)N1C[C@H](C)[C@@H](CN(C)C(=O)c2cccnc2)Oc2ncc(C#CCN(C)C)cc2C1=O	-1	2.2	0.1	-3	0.3	-10	-9	3
O=C(Nc1ccc(S(=O)(=O)Nc2ccccc2F)cc1)N1CCCCC1	-3	-1.6	0.3	7	-0.6	3	-16	7
CCN1CCN(C(CNS(=O)(=O)c2ccc(OC)c(C)c2)c2cccnc2)CC1 (centres undefined)	-42	-1.7	0.1	3	0.2	-9	0	2
C[C@H](CO)N1C[C@H](C)[C@@H](CN(C)C)Oc2ccc(NC(=O)CCC(F)(F)F)cc2C1=O	3	-3.9	-0.5	-4	·	13	4	19
C[C@H]1CCCCO[C@@H](CN(C)Cc2ccc(C(F)(F)F)cc2)[C@@H](C)CN([C@@H](C)CO)C(=O)c2cc(NC(=O)Cc3ccccc3)ccc2O1	·	3.1	-0.1	-21	4.6	0	·	-7
CN(C)C(CNC(=O)CCC(=O)c1ccc(Br)cc1)c1ccccc1 (centres undefined)	-3	0.9	0.0	0	·	-17	8	14
COc1ccccc1C(=O)Nc1ccc(Br)cc1C	2	-1.2	0.1	-8	0.4	0	-2	24
CN(C)c1ccc(C(=O)OCC(=O)NCCC2=CCCCC2)cc1	-4	3.3	-0.1	4	-0.1	·	-11	-2
CC(=O)NC(c1ccc(C(C)C)cc1)c1c(O)ccc2ccccc12 (centres undefined)	-4	-34	0.1	16	0.1	5	7	-17
CCCCc1cc(-c2n[nH]c(=S)o2)c2ccccc2n1	2	-0.6	0.2	9	?	-13	-12	·
CC(=O)Nc1ccc(NC(=O)C(C)Sc2n[nH]c(-c3cccs3)n2)cc1 (centres undefined)	5	1.1	0.1	-5	-0.7	-1	1	4
CC(=O)NC(c1ccc(C)cc1)c1cc([N+](=O)[O-])c2cccnc2c1O (centres undefined)	4	2.2	0.2	2	·	·	-39	11
C[C@@H]1CN([C@H](C)CO)C(=O)c2cc(NC(=O)CCCN(C)C)ccc2O[C@@H](C)CCCCO[C@@H]1CN(C)S(=O)(=O)c1ccc(Cl)cc1	-1	0.1	-0.1	0	0.2	9	28	2
CCCNC(=O)C1(C)CCCN(Cc2ccc(C)cc2)C1 (centres undefined)	-2	-2.3	0.2	4	6.2	-5	-4	1
COC(=O)c1ccc(N=NN2CCCCCC2)cc1	2	-0.6	0.0	-11	·	-4	-5	-1

Screening data (PubChem)
